# High-throughput results from PubChem.
# DNMT1 block = DNMT1 (human) enzyme inhibition | inhibition (reported as % activation of signal), % at 10 µM | hit rate 0.83% among 360,000 | P26358 | DNMT1 molecular beacon, Hinp1I cleavage, fluorescence; in the data active = inhibition above about 50%
# Target sequence (P26358 504-1616 limits assumed): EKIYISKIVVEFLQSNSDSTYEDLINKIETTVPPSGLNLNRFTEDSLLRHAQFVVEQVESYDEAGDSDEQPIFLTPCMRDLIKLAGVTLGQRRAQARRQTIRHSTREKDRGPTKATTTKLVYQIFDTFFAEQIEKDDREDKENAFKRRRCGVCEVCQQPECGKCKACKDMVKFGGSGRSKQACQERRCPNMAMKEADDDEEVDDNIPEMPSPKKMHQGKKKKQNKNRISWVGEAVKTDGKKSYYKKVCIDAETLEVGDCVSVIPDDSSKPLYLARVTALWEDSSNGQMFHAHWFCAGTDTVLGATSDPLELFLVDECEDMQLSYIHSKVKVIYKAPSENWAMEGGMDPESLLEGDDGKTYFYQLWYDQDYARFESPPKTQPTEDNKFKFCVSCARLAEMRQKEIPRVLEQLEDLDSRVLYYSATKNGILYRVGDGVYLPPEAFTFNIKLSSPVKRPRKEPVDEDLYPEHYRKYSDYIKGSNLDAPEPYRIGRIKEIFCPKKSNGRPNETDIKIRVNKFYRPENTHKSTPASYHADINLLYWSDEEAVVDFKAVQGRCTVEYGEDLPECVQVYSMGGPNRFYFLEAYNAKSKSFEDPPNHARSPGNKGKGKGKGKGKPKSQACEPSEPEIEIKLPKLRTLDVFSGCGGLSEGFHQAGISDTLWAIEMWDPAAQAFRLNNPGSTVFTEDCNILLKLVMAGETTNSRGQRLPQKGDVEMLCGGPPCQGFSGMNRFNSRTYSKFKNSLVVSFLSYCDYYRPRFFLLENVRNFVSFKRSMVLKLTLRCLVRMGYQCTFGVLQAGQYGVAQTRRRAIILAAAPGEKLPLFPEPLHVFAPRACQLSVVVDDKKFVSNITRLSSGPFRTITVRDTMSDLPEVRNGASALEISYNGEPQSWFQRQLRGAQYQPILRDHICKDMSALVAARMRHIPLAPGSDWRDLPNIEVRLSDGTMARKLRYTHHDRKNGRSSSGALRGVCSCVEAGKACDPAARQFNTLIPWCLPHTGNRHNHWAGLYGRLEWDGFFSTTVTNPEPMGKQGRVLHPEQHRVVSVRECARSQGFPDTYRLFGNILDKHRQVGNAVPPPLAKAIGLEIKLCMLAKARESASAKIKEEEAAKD
# Tb MetRS inh = blocks T. brucei methionyl-tRNA synthetase activity; hit rate 0.4% among 360,000; AID 624268; purified T. brucei MetRS, ATP depletion, Kinase-Glo luminescence; inhibition, % at 11.9 µM;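 active = inhibition above a per-plate cutoff of the control wells' mean inhibition plus 3 SD, cut at about 5.5% in these data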;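 note: 0% = DMSO wells median and 100% = median of wells with control inhibitor compound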
#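 Dosing: 11.9 µM compound single dose, 0.9% DMSO; Assay system: purified T. brucei MetRS enzyme; Measured by: Kinase-Glo luciferase luminescence reporting remaining unconsumed ATP; Schedule: 15 min plus 2 h at 25 °C.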
# STEP inh = inhibitors of human striatal-enriched phosphatase STEP; P54829; AID 588621; hit rate 0.25% among 360,000; inhibition, % at 20 µM; recombinant STEP, OMFP fluorogenic substrate, fluorescence;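 active = inhibition at 20 µM, scaled per plate between control wells, above about 37%, limit read from the data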;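 note: 0% = DMSO with enzyme and substrate and 100% = substrate only without enzyme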
#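 Also added – OMFP at 25 µM · Test system – STEP tyrosine phosphatase · Technique – FITC-channel fluorescence of OMFP product · Schedule – 20 min at room temperature, dark · Evaluation – control-normalized % inhibition with plate pattern correction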
# CSN deneddyl inh = CSN deneddylation inhibition | Q92905 | Purified CSN, SCF-Nedd8-OG deneddylation, fluorescence polarization | inhibition, % at 12.5 µM | hit rate 0.38% among 360,000;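 active = pattern-corrected inhibition above about 35%, with an unprinted fluorescence ratio check between 0.5 and 1.5, limit read from the data, passing the limit was not always enough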;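 note: 0% = enzyme with substrate and 100% = substrate without enzyme; some results filed as inactive read as strong as hits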
#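 Material: human Csn5 produced in HEK293T cells; Input: enzyme 0.24 nM; Reagent: SCFSkp2-Nedd8OG substrate at 10 nM final; Dosing: 12.5 µM compound; Incubation: 90 min reaction at room temperature; Detection: fluorescence polarization of the substrate; Evaluation: % inhibition of substrate cleavage by Csn5; Control set: substrate-only high control, full reaction low control.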
# Scp-1 inhibitor = blocks human Scp-1 phosphatase activity; inhibition, % at 20 µM; Q9GZU7; hit rate 0.88% among 340,000; Recombinant Scp1, phosphopeptide, malachite green phosphate absorbance;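 active = inhibition above about 50% at 20 µM, limit read from the data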;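 note: plate controls were DMSO wells with enzyme for no effect and wells lacking enzyme for full effect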
#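 System: truncated SCP-1 phosphatase (76-261aa); medium: Tris acetate buffer pH 5.5 with MgCl2 and Tween-20; incubation: 45 min room-temperature reaction, 5 min colour, 30 min stabiliser; compound: single 20 µM dose, 1% DMSO; reagent: Phosphorylated 17-residue peptide substrate; read-out: % inhibition at 20 µM; technique: colorimetric free-phosphate detection, absorbance 630 nm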
# NadD inh = blocks S. aureus nicotinate mononucleotide adenylyltransferase | purified NadD enzyme, colorimetric absorbance read-out | inhibition, % at 20 µM | hit rate 0.78% among 360,000 | AID 602399; in the data active = inhibition above about 26%; note: some compounds past the cut are filed as inactive
# SUMO1 PPI mod = modulators of human SUMO1-mediated protein-protein interactions. P63165. SUMO1 binding to a labelled peptide, TR-FRET, 1 h. inhibition, % at 20 µM. hit rate 0.33% among 360,000. AID 602429; in the data active = inhibition above about 37%
# Rpn11 inh = Rpn11 (human) deubiquitinase inhibition; hit rate 0.59% among 360,000; human 26S proteasome, Ub4-pepOG fluorescence polarization; 20S core pre-blocked with epoxomicin; calls only at 20 µM; AID 588493;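 active = inhibition at 20 µM, scaled to each plate's controls, above about 33%, limit read from the data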
# PABP1 MLLE inh = inhibitors of microRNA-mediated deadenylation, human PABP1 MLLE binding; P11940; GST-MLLE / FITC-PAM2 fluorescence polarization; inhibition, % at 20 µM; hit rate 0.36% among 360,000; in the data active = inhibition above about 35%, passing the limit was not always enough;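 note: plate controls were DMSO wells with GST-MLLE for no effect and wells lacking GST-MLLE protein for full effect; some results filed as inactive read as strong as hits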
# LMPTP block = blocks human LMPTP phosphatase. inhibition, % at 20 µM. hit rate 0.22% among 360,000. AID 651560. recombinant LMPTP-A, OMFP fluorogenic substrate, fluorescence intensity;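 active = compounds that cut the enzyme signal by at least half of the control window in the single-dose screen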;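 note: plate controls were DMSO wells with enzyme plus substrate for no effect and substrate without enzyme for full effect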
#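 Assay system: LMPTP-A, protein tyrosine phosphatase of low molecular weight / Medium: pH 6.0 Bis-Tris buffer with DTT and Triton X-100 / Schedule: 50 min enzyme reaction at room temperature, protected from light / Measured by: endpoint fluorescence intensity from OMFP dephosphorylation / Read-out basis: % inhibition relative to no-enzyme and uninhibited control wells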
# Active calls of the source: *; i = inactive; . = not tested or not shown.
SMILES,DNMT1 block,Tb MetRS inh,STEP inh,CSN deneddyl inh,Scp-1 inhibitor,NadD inh,SUMO1 PPI mod,Rpn11 inh,PABP1 MLLE inh,LMPTP block
O=C(c1[nH]c(C(F)(F)F)nc1-c1ccccc1)N1CCCN(Cc2ccc(F)cc2)CC1,-29,-0.8,4,76*,.,5,23,i,-6,2.8
COC(=O)C1CSc2[nH]c(=O)sc2C1c1ccccc1 (stereo not drawn),0,-0.4,-4,-16,-7,9,-6,i,77,-3.3
Cc1ccc(N(C(=O)c2ccco2)C(C(=O)NC2CCCC2)c2cccnc2)cc1C (stereo not drawn),1,-0.5,4,0,0,-4,2,i,1,-1.7
COc1ccc(CNC(=O)COC(=O)C(CCSC)N2C(=O)c3ccccc3C2=O)cc1 (stereo not drawn),4,0.0,-2,-2,-7,-2,-3,i,6,-0.8
CN=C(c1ccco1)n1c(=S)nc(-c2ccco2)n(C)c1=S,6,-0.4,4,3,0,8,13,i,32,5.1
Cc1cc(/C=C(\C#N)C(=O)Nc2ccc(F)cc2)c(C)n1-c1ccc(N2CCOCC2)c([N+](=O)[O-])c1,-1,0.3,2,-4,-4,10,-7,i,-8,2.9
CCS(=O)(=O)c1ccc2c(c1)NC(=O)C(CCCl)O2 (stereo not drawn),1,0.1,-2,-3,-5,-6,1,i,9,-1.5
O=C(/C=C/c1cc([N+](=O)[O-])ccc1OC(F)F)NCc1ccc(F)cc1,1,-0.1,5,-4,-5,-7,-20,i,6,1.9
CCOc1ccccc1/C=N/Nc1ccccc1[N+](=O)[O-],9,0.1,1,-3,2,-2,-10,i,-13,4.8
Cc1cc(O)c(C(C)C)cc1NS(=O)(=O)c1ccccc1,-1,-0.6,0,2,-4,-3,1,i,-3,0.5
COc1ccc(C2CC(C)=C(C#N)S(=O)(=O)C2C#N)cc1 (stereo not drawn),-3,-0.6,-2,4,-1,-8,0,i,4,1.2
CC(C)CC(NC(=O)C1CCCCC1)C(=O)NC(C)c1ccccc1 (stereo not drawn),4,0.6,1,-2,-2,-1,2,i,-5,-2.3
COCCN(CCOC)Cc1cc(=O)oc2cc(OC)c(Cl)cc12,4,-1.2,1,3,.,-3,-5,i,-9,0.3
O=C(CSc1ccc(F)cc1)NNC(=O)c1ccccc1Br,9,-0.1,-3,-1,-2,-4,1,i,12,-1.3
CS(=O)(=O)N1CCN(C(=O)Cc2cccs2)CC1,-1,-1.1,-1,7,-2,-7,2,i,2,-0.2
COCCNC(=O)/C(C#N)=C/c1cccs1,-2,0.1,3,4,-14,-5,-29,i,24,-0.8
NS(=O)(=O)c1ccc(N/N=C/c2ccc(O)cc2O)c([N+](=O)[O-])c1,-13,-0.3,-4,-3,-2,-3,-20,i,14,2.5
CCN(CC(=O)N1CCC(C)CC1)S(=O)(=O)c1ccc(C)cc1,0,0.4,2,-5,-2,3,-1,i,7,-0.6
CSc1ncccc1C(=O)NCC(c1cccs1)N1CCOCC1 (stereo not drawn),2,0.4,-1,-3,-3,4,-20,i,-1,-8.7
Cc1cccc(C)c1NC(=O)C(NC=O)c1ccccc1Cl (stereo not drawn),3,-0.4,1,5,1,8,2,i,0,-1.2
O=c1c2ccccc2nnn1Cc1ccc(F)cc1,-1,-0.1,-1,-1,-5,-3,-8,i,-6,0.1
COC(=O)c1cc(COc2ccc3oc(C)c(C(=O)OC)c3c2)c(C)o1,-2,-0.4,1,-1,-7,3,0,i,1,3.2
CCc1ccc(-c2nnn(CCC(=O)OC)n2)cc1,-6,-0.9,15,-1,-4,10,3,i,2,0.5
Cc1cccc(C)c1NC(=O)CCS(=O)(=O)c1ccc(Br)cc1,-1,-0.6,0,1,-9,-3,-2,i,-1,-1.0
Cc1ccc2nc(-c3cccc(Br)c3)c(Cc3ccccn3)n2c1,-1,0.3,-2,-2,.,0,3,i,17,0.3

# An excerpt from above in order of the Tb MetRS inh value, highest first:
mol | Tb MetRS inh
CSc1ncccc1C(=O)NCC(c1cccs1)N1CCOCC1 (stereo not drawn) | 0.4
CCS(=O)(=O)c1ccc2c(c1)NC(=O)C(CCCl)O2 (stereo not drawn) | 0.1
CCc1ccc(-c2nnn(CCC(=O)OC)n2)cc1 | -0.9

# Next part:
SMILES,DNMT1 block,Tb MetRS inh,STEP inh,CSN deneddyl inh,Scp-1 inhibitor,NadD inh,SUMO1 PPI mod,Rpn11 inh,PABP1 MLLE inh,LMPTP block
COc1ccc2[nH]c(=O)c(CN(Cc3cccs3)Cc3nnnn3C(C)(C)C)cc2c1,5,-0.6,0,5,4,3,-5,i,-2,0.3
CC(C)CC(NS(=O)(=O)c1ccc2c(c1)oc(=O)n2C)C(=O)NC1CCCc2ccccc21 (stereo not drawn),34,-0.4,0,-1,-9,-2,3,i,3,-1.2
O=C(COc1ccc([N+](=O)[O-])cc1)Nc1cccnc1,-1,0.1,3,-10,-7,-6,-4,i,-23,-1.2
COc1ccc(OCC(O)CNCCNc2nccc(C(F)(F)F)n2)cc1 (stereo not drawn),1,0.1,0,0,-9,-6,0,i,-7,-1.4
O=C(CC1SCCNC1=O)NCc1ccccc1 (stereo not drawn),-1,-0.2,2,2,.,-10,-3,i,-3,-0.7
CC(C)Cc1nnc(NC(=O)c2ccc3c(c2)NC(=O)C(C)S3)s1 (stereo not drawn),12,-0.2,1,4,-5,4,-3,i,8,-0.8
N#Cc1c(C(F)(F)F)cc(-c2cccs2)nc1SCc1cccnc1,12,-1.4,3,7,5,1,0,i,5,4.3
O=C(c1ccco1)N1CCN(C2CN(Cc3ccc(F)cc3)S(=O)(=O)C2)CC1 (stereo not drawn),0,-1.2,1,4,.,-8,2,i,-13,-0.3
COc1ccc(CCNc2ncnc3c2c(C)c(C)n3CCCN(C)C)cc1OC,-3,-0.1,-3,-2,-6,-9,-1,i,-7,-5.2
Cc1cc(NC(=O)CC2CCCC2)n(-c2nc3ccccc3[nH]2)n1,0,-0.4,-3,-4,1,1,-3,i,-6,2.4
O=C1C=C(Nc2ccc(F)cc2)c2ccccc2C1=O,54*,0.0,7,6,0,17,-39,i,-67,5.0
O=C(N/N=C/c1ccncc1)c1nc2ccccc2c(=O)[nH]1,1,0.3,-2,1,0,-2,-21,i,0,-0.4
Cc1ccc(NC(=O)c2noc3c2CC(C(C)(C)C)CC3)cc1 (stereo not drawn),5,-0.8,-1,-6,3,-2,-1,i,-8,-1.8
CCN(CC)C(=O)Cn1cc(C(=O)C(=O)N2CCc3ccccc32)c2ccccc21,1,-0.4,-1,-4,-9,-3,4,i,20,-0.2
O=C(Nc1ccccc1N1CCCC1)C1CCN(S(=O)(=O)c2cccc(C(F)(F)F)c2)CC1,-3,-0.2,2,1,-5,-1,4,i,2,0.8
COc1cccc2sc(=NC(=O)CS(=O)(=O)c3ccccc3)n(C)c12,0,0.3,2,-5,.,-5,-2,i,-2,-0.4
CCOC(=O)c1ccc(N2CCN(c3ccccc3F)CC2)c(NC(=O)Nc2ccccc2)c1,-1,1.7,5,2,4,22,1,i,0,1.8
COc1ccc(NC(=O)c2c(NC(=O)CNCC(C)C)sc3c2CCC3)c(OC)c1,-2,-1.3,0,-2,6,0,2,i,26,0.8
NS(=O)(=O)c1ccc(NC(=O)CN2CCCc3ccccc32)cc1,-5,-0.7,-4,11,-13,4,-18,.,-25,-0.2
O=c1c(F)cn(C2CCCO2)c(=O)n1Cc1ccccc1Cl (stereo not drawn),3,-0.8,-15,2,-6,-1,1,i,23,-0.1
Cc1ccc(-n2nc3c(=O)n(CC(=O)NCCc4ccc(Cl)cc4)nc(C)c3c2C)cc1,3,-0.8,12,7,7,-2,1,i,3,1.4
CC(C)(C)Cc1c(-c2ccc(C#N)cc2)nc2ccc(Cl)cn12,11,-1.4,-1,4,.,4,-1,i,-34,0.8
O=C(NCc1ccccc1)c1ccc(CS(=O)(=O)c2ccccc2)o1,-3,-1.1,0,-2,-8,2,2,i,-6,0.3
c1ccc(-c2nn3c(C4CCCCC4)nnc3s2)cc1,4,-1.2,0,1,5,-4,3,i,8,-0.8
CCOC(=O)C1CCCN(Cc2cn[nH]c2-c2ccc(F)cc2F)C1 (stereo not drawn),0,-0.5,-1,9,-5,-7,-1,i,2,-2.6

# Next results:
SMILES,DNMT1 block,Tb MetRS inh,STEP inh,CSN deneddyl inh,Scp-1 inhibitor,NadD inh,SUMO1 PPI mod,Rpn11 inh,PABP1 MLLE inh,LMPTP block
CC(=O)Cc1nsc(NC(=O)c2ccc(COc3cccc(C)c3)o2)n1,-2,0.1,3,1,1,-4,11,i,14,-0.3
Cc1ccc(-c2nc(CS(=O)CC(=O)NCCN3CCCC3)c(C)o2)cc1 (stereo not drawn),1,0.3,-4,0,-9,-4,-6,i,-1,-1.4
CC(=O)NS(=O)(=O)c1ccc(NC(=O)c2ccccc2F)cc1,-2,0.0,-3,3,-8,-4,0,i,10,-1.4
COc1cccc(CNC(=O)C2CCC(CNc3c(N4CCC(C)CC4)c(=O)c3=O)CC2)c1 (stereo not drawn),3,-0.5,-3,0,-2,-3,1,i,-7,1.0
N#CCC(=O)Nc1sc2c(c1C(N)=O)CCCC2,-2,-0.2,0,1,25,1,2,i,-13,0.9
Cc1ccc(Nc2nc(OC(C(F)(F)F)C(F)(F)F)nc(N3CCOCC3)n2)cc1,-2,-1.1,6,-2,-12,-5,-2,i,-11,2.3
Cc1ccccc1NS(=O)(=O)c1cc(C(=O)Nc2cccc([N+](=O)[O-])c2)ccc1C,-11,0.1,4,3,-15,3,0,i,-5,4.2
O=C(COC(=O)c1ccc(O)cc1)Nc1ccc2[nH]c(=O)[nH]c2c1,2,-0.1,-1,-1,-5,-2,7,i,13,0.1
Nn1c(SCC(=O)Nc2ccc(F)cc2)nnc1C1CCCCC1,-1,0.0,1,1,-2,3,0,i,8,-1.0

# Of the compounds above, three have a tert-butyl group:
SMILES,DNMT1 block,Tb MetRS inh,STEP inh,CSN deneddyl inh,Scp-1 inhibitor,NadD inh,SUMO1 PPI mod,Rpn11 inh,PABP1 MLLE inh,LMPTP block
COc1ccc2[nH]c(=O)c(CN(Cc3cccs3)Cc3nnnn3C(C)(C)C)cc2c1,5,-0.6,0,5,4,3,-5,i,-2,0.3
Cc1ccc(NC(=O)c2noc3c2CC(C(C)(C)C)CC3)cc1 (stereo not drawn),5,-0.8,-1,-6,3,-2,-1,i,-8,-1.8
CC(C)(C)Cc1c(-c2ccc(C#N)cc2)nc2ccc(Cl)cn12,11,-1.4,-1,4,.,4,-1,i,-34,0.8
